Screening data: PubChem, The Scripps Research Institute Molecular Screening Center
PAFAH1B3 inh: blocks human PAF acetylhydrolase 1B catalytic subunit 3; Q15102; recombinant PAFAH1B3, FP-rhodamine probe, fluorescence polarization; inhibition, % at 3.39 µM; actives 0.28% (n = 340,000); AID 492972;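 active = inhibition above the screen-wide average of all tested compounds plus 3 SD, cut at about 25% in these data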;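 note: 0% = enzyme with DMSO only and 100% = wells lacking PAFAH1B3 protein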
Target sequence (Q15102 whole entry, looked up): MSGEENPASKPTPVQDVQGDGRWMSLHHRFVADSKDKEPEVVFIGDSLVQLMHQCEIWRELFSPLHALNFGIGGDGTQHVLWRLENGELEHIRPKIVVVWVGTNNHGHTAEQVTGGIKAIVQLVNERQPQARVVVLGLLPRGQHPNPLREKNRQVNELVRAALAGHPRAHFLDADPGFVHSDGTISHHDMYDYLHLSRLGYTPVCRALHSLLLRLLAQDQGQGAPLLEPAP
PME-1 primary: PME-1 (human) inhibition. AID 2130. actives 0.53% (n = 320,000). recombinant PME-1, FP-Rh probe fluorescence polarization. Q9Y570. inhibition, % at 5.9 µM;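 active = inhibition above the campaign mean of all compounds plus 3 SD, cut at about 26% in these data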;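 note: competitive labeling of PME-1 active site by serine hydrolase directed probe; 0% = PME-1 with DMSO and 100% = wells lacking PME-1 enzyme; inhibitors block probe labeling so polarization falls and inhibition rises; many of its hits are not listed in these tables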
Target sequence (Q9Y570 whole entry, looked up): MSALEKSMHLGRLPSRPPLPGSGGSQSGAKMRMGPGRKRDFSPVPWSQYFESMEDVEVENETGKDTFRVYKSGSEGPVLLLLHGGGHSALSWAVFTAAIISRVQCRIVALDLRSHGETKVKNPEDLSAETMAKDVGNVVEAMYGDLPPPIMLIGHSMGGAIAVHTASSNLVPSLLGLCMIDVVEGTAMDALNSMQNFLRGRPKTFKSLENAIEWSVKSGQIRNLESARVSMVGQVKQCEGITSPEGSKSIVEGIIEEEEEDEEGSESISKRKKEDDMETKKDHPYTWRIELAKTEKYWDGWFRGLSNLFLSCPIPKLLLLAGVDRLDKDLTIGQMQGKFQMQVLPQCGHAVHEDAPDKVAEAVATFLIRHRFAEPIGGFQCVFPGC
PAD4 inh: PAD4 (human) enzyme inhibition; Q9UM07; recombinant PAD4, RCA probe fluorescence polarization; inhibition, % at 6.36 µM; actives 0.41% (n = 330,000);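 active = percent inhibition above a cutoff equal to the mean of all tested compounds plus 3 SD, cut at about 15% in these data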;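 note: 0% = PAD4 with RCA probe and DMSO and 100% = probe without PAD4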
PREPL inh: inhibits the human prolyl oligopeptidase-like enzyme | inhibition, % at 5.96 µM | recombinant PREPL, fluorescence polarization activity-based probe | AID 2751 | actives 0.68% (n = 320,000); in the data active = inhibition above about 43%;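 note: 0% = enzyme with DMSO and 100% = wells lacking enzyme; many of its hits are not listed in these tables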
LYPLA1 inh: LYPLA1 (human) inhibition in PME1 counter-screen; recombinant LYPLA1, FP-Rh probe fluorescence polarization; inhibition, % at 5.9 µM; actives 0.16% (n = 320,000);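 active = inhibition above the mean of all tested compounds plus 3 SD, set per campaign, cut at about 14% in these data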;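 note: inhibitors block serine hydrolase probe labeling of LYPLA1 so polarization falls; 0% = enzyme with DMSO and 100% = wells lacking LYPLA1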
PAFAH1B2 FP inh: inhibitors of human PAFAH1B2; P68402; recombinant PAFAH1B2, FP-rhodamine activity probe, fluorescence polarization; inhibition, % at 3.39 µM; actives 1.2% (n = 340,000); AID 492953;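 active = inhibition above the mean of all tested compounds plus 3 SD, cut at about 24% in these data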;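 note: 0% = enzyme with DMSO and 100% = wells lacking PAFAH1B2; many of its hits are not listed in these tables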
Target sequence (P68402 whole entry, looked up): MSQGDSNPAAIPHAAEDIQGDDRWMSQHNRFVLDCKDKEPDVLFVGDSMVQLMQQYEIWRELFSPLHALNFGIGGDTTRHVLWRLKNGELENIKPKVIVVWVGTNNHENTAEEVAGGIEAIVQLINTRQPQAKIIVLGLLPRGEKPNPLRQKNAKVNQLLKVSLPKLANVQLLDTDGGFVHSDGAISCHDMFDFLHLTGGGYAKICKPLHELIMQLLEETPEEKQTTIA
GSTO1 counter: counter-screen for RBBP9 inhibitors: inhibitors of human GSTO1; inhibition, % at 5.96 µM; AID 1974; actives 1.1% (n = 300,000); recombinant GSTO1, activity-based probe fluorescence polarization; P78417;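 active = inhibition above the campaign mean inhibition plus 3 SD, cut at about 35% in these data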;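 note: 0% = GSTO1-1 with DMSO and 100% = wells lacking GSTO1-1 enzyme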
LYPLA2 counter: LYPLA2 (human) inhibition in PME1 counter-screen | AID 2177 | actives 0.38% (n = 320,000) | recombinant LYPLA2, FP-Rh probe fluorescence polarization | O95372 | inhibition, % at 5.9 µM;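 active = inhibition above the screen-wide mean plus 3 SD, limit set per campaign, cut at about 26% in these data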;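 note: 0% = LYPLA2 with DMSO and 100% = wells lacking LYPLA2 enzyme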
pPAFAH inh: inhibitors of human plasma PAF acetylhydrolase (pPAFAH). Q13093. recombinant pPAFAH, FP-rhodamine probe fluorescence polarization. inhibition, % at 3.39 µM. actives 1.5% (n = 330,000);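 active = inhibition above the mean inhibition across the screen plus 3 SD, cut at about 25% in these data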;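 note: inhibitors block binding of the rhodamine activity-based probe so polarization drops; 0% = enzyme with DMSO and 100% = wells lacking pPAFAH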
Numbers without * were called inactive; · = not tested or not shown. This is a subset; rates above refer to the full screens.

smiles	PAFAH1B3 inh	PME-1 primary	PAD4 inh	PREPL inh	LYPLA1 inh	PAFAH1B2 FP inh	GSTO1 counter	LYPLA2 counter	pPAFAH inh
Cc1ccc2c(Cl)cc(Cl)c(OCC(=O)NC(=O)NCc3ccco3)c2n1	1	-1	-1	8	-4	3	1	-2	3
CCOC(=O)/C(C#N)=C/c1cn(CCC(=O)O)nc1-c1cccc(Cl)c1	4	3	-4	-2	0	4	21	-3	4
COc1ccc(Nc2ncc(C(=O)N3CCC(C(N)=O)CC3)c3ccccc23)cc1	0	-6	-3	13	-2	1	9	9	-4
CCC1CCCCN1c1nc(-c2cccc(OC)c2O)nc2ccccc12 (configuration not stated)	1	6	-7	16	-3	5	10	5	5
CN1CCN(C(=O)C2CCCN(c3ncnc4c3nc3n4CCCCC3)C2)CC1 (configuration not stated)	7	3	2	-2	-2	-2	15	-2	4
COc1ccc(Cl)cc1C(=O)Nc1ccc2c(c1)OCO2	2	3	-3	15	0	0	0	0	0
COC(=O)/C(=C/N(C)C)C(=O)N1CCN(c2ccc(Cl)c(Cl)c2)CC1	2	-1	-1	11	-3	6	1	-9	2
c1ccc(Nc2c3c(nc4ncnn24)CCC3)cc1	11	-2	-2	3	-2	6	-1	-1	2
COCCOC(=O)c1c(C)oc2ccc(NS(=O)(=O)c3ccccc3)cc12	4	0	-6	-6	-3	-1	4	-5	7
O=C(NCCN1CCOCC1)c1ccc([N+](=O)[O-])cc1[N+](=O)[O-]	11	-1	-4	0	4	5	3	2	3
O=C(CCNC(=O)c1ccccc1Cl)NCCc1ccc(C(F)(F)F)cc1	3	-3	3	-6	4	10	4	4	1
CCCCOC(=O)n1c(SCC(=O)N(C)C)nc2ccccc21	6	7	3	8	-4	-9	-1	1	4
C=CCn1c(O)c(N=NC(=O)OC(C)(C)C)c2ccccc21	5	-8	-1	0	2	2	4	4	4
C/C(=N\N=C\c1cccc(F)c1)c1nnn(-c2nonc2N)c1C	-1	1	-2	5	-2	-1	14	-6	7
CCC(C)Cn1c(C(C)C)nc2ccccc21 (configuration not stated)	9	-6	0	0	-2	5	-3	-5	4
C/C(=N\NC(=O)CC1N=C(Cc2ccccc2)NNC1=O)c1ccc(Br)cc1 (configuration not stated)	12	3	-2	2	2	9	10	-4	2
COC(=O)[C@H](Cc1ccccc1)NC(=O)NCCc1ccc(F)cc1	·	-4	-2	-7	0	·	-5	-9	2
COc1ccc(/C=N/Nc2nnc(Cc3ccc(OC)c(OC)c3)c(=O)[nH]2)cc1	5	-7	-4	12	-5	0	-2	1	0
Cc1nn(Cc2c(F)c(F)c(F)c(F)c2F)c(C)c1NC(=O)c1nn(C)cc1[N+](=O)[O-]	5	2	3	20	1	1	-2	4	2
Cc1c(C(=O)NCCC2=CCCCC2)oc2ccc(S(=O)(=O)N3CCC4(CC3)OCCO4)cc12	-2	-2	0	-11	-3	3	-12	-1	1
COc1ccccc1CN1C(=O)c2ccncc2C1=O	4	7	2	-1	0	0	-4	-1	5
Cc1ccc(/C=C/c2nnc(-c3ccc(C)cc3)o2)cc1	-2	-24	-2	9	-2	3	2	-8	-7
O=C(CCN1C(=O)C2C3C=CC(C3)C2C1=O)Nc1ccccc1 (configuration not stated)	-2	2	-5	-5	1	-1	-4	3	-1
Cc1ccc(C2=NN(C(=S)Nc3ccccc3)C(c3ccco3)C2)cc1 (configuration not stated)	2	-5	2	-5	-6	2	4	-5	2
O=C(/C=C/c1ccco1)OCc1nnc(-c2ccc(Cl)cc2)o1	8	-1	1	9	-1	1	8	0	28*
CCn1c(N)c(C(=O)NC2CCCCC2)sc1=S	1	2	1	0	0	6	0	7	2
CCC(C)c1ccc(O)c(NC(=O)c2cncc(Br)c2)c1 (configuration not stated)	11	-5	3	1	-7	13	3	-11	-1
O=C(O)c1cc(-c2ccccc2)n(-c2ccccc2C(=O)O)n1	9	-1	-6	-11	-2	0	5	-7	3
CCOc1cc(CNc2ccccc2SC)ccc1O	·	2	-4	9	-2	·	7	3	13
Cc1cccc(NC(=O)COc2ccc(Br)cc2/C=N/O)c1	-10	-37	-1	-9	-7	-1	-1	-4	0
CCOCCCn1cnc2c(c1=O)c1nc3ccccc3nc1n2-c1ccccc1	6	2	2	6	3	-2	-2	3	-1
Cn1ncc2c(N3CCN(c4ccc(Cl)c(Cl)c4)CC3)ncnc21	14	4	2	20	2	9	5	-1	6
CCn1c(SCC(=O)NCc2ccccc2)nnc1-c1c[nH]c2ccccc12	0	-5	-4	8	3	-1	4	3	4
Cc1ccc(S(=O)(=O)N(CC(=O)NCc2ccco2)c2ccccc2C)cc1	3	1	-1	-8	-1	1	1	-4	1
CC(=O)c1cnc(Nc2cccc(Cl)c2Cl)s1	11	1	2	4	-3	7	1	2	3
O=c1[nH]c(COc2ccc(Br)cc2Cl)nc2ccccc12	2	-16	-1	-29	-4	6	-3	1	6
COc1ccc(NC(=S)Nc2ccc(OC)cc2OC)c(OC)c1	5	-8	3	6	0	8	-2	-4	-1
COC(=O)C1=C(C)NC(=S)NC1c1ccc(OC(=O)c2ccco2)cc1 (configuration not stated)	6	6	-3	40	3	1	3	-2	5
Cc1cc(NC(=O)C2CC(=O)N(c3ccccc3)C2)no1 (configuration not stated)	5	1	-1	5	-3	0	-1	7	0
CCCCCSc1nnc2c(n1)OC(C)N(C(C)=O)c1ccccc1-2 (configuration not stated)	-2	9	-1	3	1	9	-2	3	9
Cn1c(=O)[nH]c(=O)c2c1nc(CN1CCOCC1)n2CCCc1ccccc1	7	0	-1	-9	4	7	1	2	-4
O=C1CCCCN1CCC(=O)N1CCCC(Nc2ccc(F)c(F)c2)C1 (configuration not stated)	11	-2	-1	5	2	7	-1	-7	-1
CS(=O)(=O)Nc1cccc(C2=NN(S(=O)(=O)c3ccccc3)C(c3cccs3)C2)c1 (configuration not stated)	7	5	3	-3	-5	7	0	0	0
Cc1cc(NC(=O)c2cccs2)ncc1NC(=O)c1cccc(F)c1	-2	1	-8	6	-1	-1	1	0	4
Nc1cccc(-c2cn3cc(C(F)(F)F)cc(Cl)c3n2)c1	4	14	-2	9	0	3	-7	7	9
CC(=O)c1ccc(NC(=O)C2=CC(c3cccs3)=NS(=O)(=O)N2C)cc1	4	8	-3	3	-3	0	-2	5	4
CC(=O)NS(=O)(=O)c1ccc(NC(=S)NC(=O)c2ccco2)cc1	11	-4	1	3	-2	1	-4	6	4
Cc1ccc(C)c(NC(=O)CSc2nnc(CNC(=O)c3cccs3)o2)c1	9	4	3	-4	2	2	11	-3	-3
Cc1cc(C(=O)Nc2sc3c(c2C#N)CCCC3)no1	9	3	0	14	3	3	-13	1	-1
O=C(Nc1cccc(C(F)(F)F)c1)c1cc(Br)cc2c1OCC2	-1	1	-5	7	1	3	6	1	2

(further entries)
smiles	PAFAH1B3 inh	PME-1 primary	PAD4 inh	PREPL inh	LYPLA1 inh	PAFAH1B2 FP inh	GSTO1 counter	LYPLA2 counter	pPAFAH inh
O=C(CNC(=O)N1CC(=O)Nc2ccccc21)Nc1cc(Cl)ccc1Cl	7	-1	-4	14	-1	0	2	0	1
CC1CCc2c(sc(NC(=O)CN3CCN(C(=O)c4ccco4)CC3)c2C#N)C1 (configuration not stated)	6	0	4	14	42*	5	-4	25	21
COc1ccccc1NC(=O)c1ccccc1S(=O)(=O)c1ccccc1[N+](=O)[O-]	-7	-1	-1	7	-3	-2	3	-6	1
Cc1cc(C)c(NC(=O)c2ccc(S(=O)(=O)N(C)C)cc2)c(C)n1	0	1	2	8	1	-3	-1	0	1
CCOC(=O)c1nn(-c2ccc(F)cc2)c(=O)cc1OCC(=O)Nc1cccc(C)c1	5	-7	-1	-3	-1	3	6	3	6
CCOc1ccc(C(C)NC(=S)NCc2ccc(F)cc2)cc1 (configuration not stated)	3	3	-2	-3	3	6	7	4	-2
CCn1c(-c2cccnc2Cl)nc2cc(Cl)c(Cl)cc21	11	8	-3	18	-2	7	17	3	3
Cc1ccc(C(=O)CN2C(=O)NC3(CCCCCC3)C2=O)c(C)c1	8	0	2	1	1	5	7	0	3
COc1cccc(Oc2coc3cc(OC(=O)N4CCOCC4)ccc3c2=O)c1	5	3	-2	3	-2	3	0	0	21
Cc1onc(-c2ccccc2)c1CNS(=O)(=O)c1ccccc1	6	4	-1	-13	4	9	1	8	2
NC(CO)C(O)c1ccc([N+](=O)[O-])cc1 (configuration not stated)	12	5	0	12	4	3	1	8	-3
O=C(Nc1cccc2ccccc12)OCc1cncs1	0	-2	-1	-7	-6	-2	10	-4	-2
CC1=NN(c2ccc(C)c(C)c2)C(=O)/C1=C\C=C\c1ccc([N+](=O)[O-])o1	2	-1	-7	10	6	-3	18	11	25*
CCN1C(=O)/C(=C\c2ccco2)C(C(=O)OC)=C1C	1	0	-4	-2	3	6	2	4	5
CCC(C)NC(=O)COc1ccc(Br)c(C)c1 (configuration not stated)	10	-5	-1	-7	0	6	1	9	3
Cc1cc(C)nc(Nc2n[nH]c(-c3ccc(N)cc3)n2)n1	-4	-9	-1	5	0	2	-13	-2	1
CCNC(=O)NC(=O)CSc1ccc(NC(C)=O)cc1	6	0	-1	-2	3	1	1	5	3
CCN(CC)S(=O)(=O)c1ccc(N2CCOCC2)c(NC(=O)CN2C(=O)NC(C)(c3ccccc3)C2=O)c1 (configuration not stated)	5	2	2	3	2	2	-2	1	5
CCC1=C(OC(=O)N(CC)CC)N2C(=O)OC(=NCCOC)[C@]2(Cc2ccccc2)[C@H]2C1=CC[C@H]1C(=O)N(CC(=O)OC)C(=O)[C@H]12	5	-1	-1	-7	2	-1	-3	-1	0
CC(C)[C@H](NC(=O)[C@@H]1CSC2c3ccccc3C(=O)N21)C(=O)N1CCCCC1 (some centres not stated)	3	5	-6	9	-3	0	-7	1	6
Cc1ccccc1OCC(=O)OCC(=O)NCC1CCCCC1	10	·	-3	11	·	1	·	·	9
O=C(c1ccc(Cl)cc1)N1CCn2c1nc1ccccc12	6	2	-1	21	0	1	0	8	0
CC(C)CNC(=O)COC(=O)c1cncc(Br)c1	12	1	-3	7	2	0	1	2	2
CN(C)Cc1ccc(-c2nc3cccc4c3n2CCNC4=O)cc1	5	2	-3	3	3	10	3	4	2
Cc1cc(C)c2nc(N3CCC(C(=O)N4CCN(c5ncccn5)CC4)CC3)sc2c1	1	-8	-5	25	-3	-11	-5	-1	-5
CC1CCCCC1NC(=O)c1c(O)nc2ccccn2c1=O (configuration not stated)	-4	-2	-2	4	2	-1	5	2	5
COc1ccc(OC)c(C2C(C(=O)c3sc(C)nc3C)=C(O)C(=O)N2CCN2CCOCC2)c1 (configuration not stated)	1	1	1	-2	-3	7	0	-4	-1
COc1ccc(Cl)cc1-c1nc(-c2ccncc2)no1	9	-2	-6	2	2	1	6	0	-1
Cc1nn(Cc2noc(C(=O)NC3CCC(C)CC3)n2)c(C)c1Br (configuration not stated)	3	3	-3	-1	1	3	-3	8	2
COc1ccccc1OCc1nnc(SCC(N)=O)n1-c1ccccc1	7	-5	3	-7	-4	2	0	-2	-8
COc1cccc(NC(=O)CN(C)C(=O)COc2ccccc2Cc2ccccc2)c1	-2	-2	3	-9	-5	5	·	-2	-1
